Bioassay records deposited in PubChem by National Center for Advancing Translational Sciences (NCATS).
HEK cytotox – HEK 293 cell cytotoxicity; HEK 293 viability, ATP luminescence (CellTiter-Glo), 48-72 h; Potency, µM (series often up to 115 µM), for the others: at the highest dose activity change, negative = cytotoxicity, hits mostly inhibitors; 94,000 tested, 6.6% active; further: potency means the concentration at half of the fitted maximal effect; nearly all actives have a fitted effect of over 60% in size
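Pintool-delivered compounds were incubated with HEK 293 cells (250 cells/well) at 37 degree Celsius for 48 or 72 hr. ATP-dependent luminescence (CellTiter-Glo) then reported remaining viable cells.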
SNCA expr inhib – inhibitors of alpha-synuclein (SNCA) gene expression; HEK-293 SNCA-luciferase knock-in, luminescence, 24 h; Potency, µM (titrated, usually from 57.2 µM), for the others: at the top dose activity change, negative = inhibition, actives largely listed as inhibitors; 140,000 tested, 0.17% active;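 further: potency means the concentration at half of the fitted maximal effect; plate controls were DMSO cells for no effect and cell-free wells for full effect; nearly all actives have a fitted effect of over 45% in size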
IP6K1 inh – blocks human inositol hexakisphosphate kinase 1; Q92551; IP6K1 kinase, ADP-Glo luminescence, 2 h; active compounds read low; activity change, % (series mostly up to about 58 µM); 140,000 tested, 0.81% active; AID 1645851; in the data active means activity change below about -25%
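ADP-Glo luminescence measures ADP made by human IP6K1 during a 2 h RT reaction with ATP/IP6 (mix at 1.3 mM/130 uM); top library doses 57.5 and 19.1 uM final.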
GPT2 inhibitor – GPT2 alanine aminotransferase inhibition | Recombinant GPT2, coupled pyruvate oxidase/HRP Amplex Red fluorescence | 100,000 tested, 0.25% active | Potency, µM (series often up to 57.7 µM), without a hit: top-dose activity change, negative = inhibition, most hits filed as inhibitors | AID 1671188 | Q8TD30; further: potency means the concentration at half of the fitted maximal effect; nearly all actives have a fitted effect of over 60% in size; many of its hits are not listed in these tables
Target sequence (Q8TD30 whole entry, looked up): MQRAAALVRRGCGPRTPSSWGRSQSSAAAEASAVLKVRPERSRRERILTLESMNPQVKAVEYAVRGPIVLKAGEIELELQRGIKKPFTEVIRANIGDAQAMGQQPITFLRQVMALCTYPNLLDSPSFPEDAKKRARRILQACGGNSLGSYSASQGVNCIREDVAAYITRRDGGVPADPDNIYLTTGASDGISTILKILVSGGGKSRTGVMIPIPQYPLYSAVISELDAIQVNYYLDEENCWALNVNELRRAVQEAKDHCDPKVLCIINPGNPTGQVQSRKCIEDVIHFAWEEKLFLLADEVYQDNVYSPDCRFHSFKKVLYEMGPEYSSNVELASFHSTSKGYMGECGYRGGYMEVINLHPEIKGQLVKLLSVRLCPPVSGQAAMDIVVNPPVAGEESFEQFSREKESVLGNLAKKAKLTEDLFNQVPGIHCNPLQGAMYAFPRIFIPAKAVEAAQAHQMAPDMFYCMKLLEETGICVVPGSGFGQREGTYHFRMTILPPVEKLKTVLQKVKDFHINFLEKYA
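Fluorescence read-out: pyruvate from GPT2 turnover coupled to pyruvate oxidase, HRP and Amplex Red (0.2mM ThPP, 0.2U/mL PO and HRP, 50uM Amplex final). Substrates 250uM a-KG, 2mM L-alanine; enzyme 10ng/uL; 30 min RT.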
NIH3T3 tox – kills NIH 3T3 cells. NIH 3T3 viability, CellTiter-Glo ATP luminescence, 48-72 h. Potency, µM (highest dose often 96.7 µM), without a hit: at the top dose activity change, negative = cytotoxicity, hits mostly inhibitors. AID 1345082. 94,000 tested, 4.3% active; further: potency means the concentration at half of the fitted maximal effect; nearly all actives have a fitted effect of over 55% in size
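Cytotoxicity was measured by CellTiter-Glo ATP luminescence after 48 or 72 h compound exposure at 37 °C. Mouse NIH 3T3 fibroblasts were seeded at 400 cells/well and dosed by 23 nL pin transfer.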
Luciferase inh – Photinus pyralis luciferase inhibition | P08659 | purified P. pyralis luciferase, luminescence, biochemical | Potency, µM (titrated, usually from 115 µM), for the others: top-dose activity change, negative = inhibition, hits mostly inhibitors | 76,000 tested, 2.5% active | AID 1347043; further: potency means the concentration at half of the fitted maximal effect; nearly all actives have a fitted effect of over 65% in size
Target sequence (P08659 whole entry, looked up): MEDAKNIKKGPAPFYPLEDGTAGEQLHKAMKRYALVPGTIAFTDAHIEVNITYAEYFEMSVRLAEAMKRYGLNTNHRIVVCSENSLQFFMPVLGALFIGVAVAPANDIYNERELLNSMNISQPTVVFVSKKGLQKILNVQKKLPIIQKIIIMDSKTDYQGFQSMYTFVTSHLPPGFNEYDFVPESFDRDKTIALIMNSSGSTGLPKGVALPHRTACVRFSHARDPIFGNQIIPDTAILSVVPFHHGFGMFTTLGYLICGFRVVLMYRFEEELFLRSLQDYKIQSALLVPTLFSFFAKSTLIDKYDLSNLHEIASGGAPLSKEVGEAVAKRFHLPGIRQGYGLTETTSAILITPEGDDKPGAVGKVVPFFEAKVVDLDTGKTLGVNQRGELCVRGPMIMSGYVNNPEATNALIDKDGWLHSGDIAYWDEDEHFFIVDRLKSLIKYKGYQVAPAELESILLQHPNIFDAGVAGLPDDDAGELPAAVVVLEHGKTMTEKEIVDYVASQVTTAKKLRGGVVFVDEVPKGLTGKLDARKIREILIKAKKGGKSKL
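FLuc 10nM, D-luciferin 10uM, ATP 10uM, Mg acetate 10mM, Tris acetate pH 7.5, Tween/BSA; cpd qHTS; enzyme added last; CCD luminescence.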
SNCA viab count – cell viability loss counter-screen | 150,000 tested, 0.12% active | AID 1671193 | HEK-293-SNCA-luc viability, GF-AFC fluorescence, 24 h | Potency, µM (highest dose often 57.1 µM), without a hit: at the top dose activity change, negative = cytotoxicity, usual class: cytotoxic;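 further: potency means the concentration at half of the fitted maximal effect; 0% = DMSO-treated cells and -100% = medium-only wells without cells; nearly all actives have a fitted effect of over 30% in size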
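Cytotoxicity counterscreen: after 24 h compound treatment of genome-edited SNCA-luciferase HEK-293 cells, live-cell protease substrate GF-AFC read by fluorescence after 30 min; activity scaled between DMSO (0%) and medium-only (-100%), curves Hill-fitted.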
The depositor's hits bear a star; i = inactive; ? = inconclusive; . = no result given; [ ] = remark or other dose. Unless noted, the call rests on the fitted dose curve; in most records, active means well fitted curve in the direction sought with a large enough effect; inconclusive means small, poorly fitted or top-dose-only effect, or another doubt; inactive means no such curve, though single readings can be large; an effect the other way counts as inactive or inconclusive. Unless noted, on the % scale 0 is the no-effect control and ±100 the full control effect.

Order of results: HEK cytotox | SNCA expr inhib | IP6K1 inh | GPT2 inhibitor | NIH3T3 tox | Luciferase inh | SNCA viab count
- C[C@@H]1O[C@@H](O[C@H]2CC[C@@]3(C)C(CC[C@@H]4C3CC[C@]3(C)[C@@H](C5=CC(=O)OC5)CC[C@]43O)C2)[C@H](O[C@@H]2O[C@H](CO)[C@@H](O)[C@H](O)[C@H]2O)[C@H](O)[C@H]1O (stereo partly specified)
  . | . | -4 | i | . | . | ?
- O=C(NCc1ccc(F)cc1)[C@H]1CN2CCC1C[C@@H]2Cn1cc(C2(O)CCCCC2)nn1 (stereo partly specified)
  -1% | -23% | 11 | -13% | -21% | 3% | 3%
- Cc1ncc2c(n1)C[C@@H]1CC[C@H]2N1C(=O)CCC1CCCC1
  -7% | 1% | 15 | i | -14% | 1% | 3%
- COC[C@]12CN(C)C3C4[C@H](OC)[C@H]1C3(C(OC)C[C@H]2O)[C@H]1C[C@@]2(O)[C@H](OC(=O)c3ccccc3)[C@@H]1[C@]4(O)[C@@H](O)[C@@H]2OC (stereo partly specified)
  . | . | 5 | -4% | . | . | -31%
- CC(C)NC(=O)[C@H]1CN2CCC1C[C@@H]2Cn1cc(C2(O)CCCCC2)nn1 (stereo partly specified)
  i | 6%[87.6 µM] | 23 | -25%[88.5 µM] | 1%[174 µM] | 2%[172 µM] | 3%[87.6 µM]
- COc1ccc(C(=O)NC[C@H]2C[C@@H]3CCN2C[C@@H]3c2cc(-c3ccc(F)cc3)nn2C)cc1
  ? | -4% | 8 | 2% | ? | 1% | 0%
- CC[C@H]1/C=C\C=C/C[C@@H](C)[C@H](O)[C@@](C)(O)C(=O)[C@@H](C)[C@H](O)[C@@H](C)C(=O)[C@@H](C)[C@H](O)[C@@H](C)/C=C\C(=O)O[C@@H]2[C@H](C)[C@H](CC1)O[C@]1(CC[C@H](C)[C@H](C[C@@H](C)O)O1)[C@H]2C
  . | . | 5 | 1% | . | . | ?
- Nc1c(C(=O)Nc2ccc(Cl)cc2)sc2nc3c(cc12)N1CCC3CC1
  . | 226%[activator] | 4 | . | . | . | 8%
- CC1Sc2c(C(=O)O)c(=O)c3cc(F)c(N4CCNCC4)cc3n21 (stereo unspecified)
  . | -10%[25.6 µM] | -3 | i | . | . | -9%[23.9 µM]
- COc1ccc2c(c1)C1(CCN(S(=O)(=O)c3ccc4c(c3)CC(=O)N4C)C1)C(=O)N2C (stereo unspecified)
  ? | 3% | 24 | i | -28% | -3% | -15%

One compound at a time (already shown). Values in the order: HEK cytotox | SNCA expr inhib | IP6K1 inh | GPT2 inhibitor | NIH3T3 tox | Luciferase inh | SNCA viab count
Shown for COc1ccc(C(=O)NC[C@H]2C[C@@H]3CCN2C[C@@H]3c2cc(-c3ccc(F)cc3)nn2C)cc1 = ? | -4% | 8 | 2% | ? | 1% | 0%
Shown for CC1Sc2c(C(=O)O)c(=O)c3cc(F)c(N4CCNCC4)cc3n21 (stereo unspecified) = . | -10%[25.6 µM] | -3 | i | . | . | -9%[23.9 µM]
Shown for Cc1ncc2c(n1)C[C@@H]1CC[C@H]2N1C(=O)CCC1CCCC1 = -7% | 1% | 15 | i | -14% | 1% | 3%
Shown for Nc1c(C(=O)Nc2ccc(Cl)cc2)sc2nc3c(cc12)N1CCC3CC1 = . | 226%[activator] | 4 | . | . | . | 8%

(list continues)
Order of results: HEK cytotox | SNCA expr inhib | IP6K1 inh | GPT2 inhibitor | NIH3T3 tox | Luciferase inh | SNCA viab count
- CNc1ccc(OC2CCNCC2)nc1
  -1% | 0% | 18 | ? | i | 8% | 14%
- O=[S+]1([O-])NC2(CCN(Cc3ccoc3)C2)COc2ccncc21 (stereo unspecified)
  2% | -16% | -3 | -10% | i | . | 5%
- CC(=O)O[C@H]1C[C@]2(O)[C@@H]3CC[C@@H]4C[C@@H](O)CC[C@]4(C)[C@H]3CC[C@]2(C)[C@H]1c1ccc(=O)oc1
  . | . | 3 | i | . | . | ?
- CC1(C)C(C(=O)N2C[C@@H](C(=O)O)C[C@@H](C(=O)NCc3ccncc3)C2)C1(C)C
  i | -1% | 2 | -1% | 2% | 6% | 8%
- CCCCCCC(=O)CCCCCC/C=C/C[C@@H](O)[C@H](O)[C@@](N)(CO)C(=O)O
  . | -38%[17 µM] | 21 | -1%[27.3 µM] | . | . | 23%[12.5 µM]
- COc1ccc(CC(=O)Nc2ccc(N3CCC(NC(C)Cc4cccnc4)CC3)cc2)cc1 (stereo unspecified)
  -15% | 1% | 6 | i | -19% | 0% | 0%
- C=C1C[C@@H]2[C@H](CC[C@]3(C)C(=O)CC[C@@H]23)[C@@]2(C)C=CC(=O)C=C12
  . | 9%[25.6 µM] | -10 | -12% | . | . | -13%[23.9 µM]
- CC[C@H]1CN2CC[C@H]1C[C@@H]2COC(=O)Nc1ccc(C(C)(C)C)cc1
  40µM* | -14%[87.6 µM] | -13 | i | 40µM* | ? | -23%[87.6 µM]
- COc1ccc(CNC(=O)/C=C/c2ccc3[nH]cc(CCN(C)C)c3c2)cc1
  . | -10% | . | 4% | . | . | -10%
- CC(=O)OC[C@]12C[C@H](OC(=O)CC(C)C)C(C)=C[C@H]1O[C@@H]1[C@H](O)[C@@H](O)[C@@]2(C)[C@]12CO2
  . | . | 0 | i | . | . | ?
- COc1cccc(-n2c(/C=C/c3cccc(C)c3)nc3ccccc3c2=O)c1
  . | 22% | 3 | . | . | . | -6%
- Cc1ccc(OCC(=O)Nc2ccc(Cl)cc2C(=O)c2ccccc2)cc1
  . | 31% | 15 | . | . | . | -1%
- Cn1nc(-c2ccc3ccccc3c2)cc1[C@H]1CN2CC[C@H]1C[C@@H]2CNS(=O)(=O)c1cccs1
  ? | -12% | -8 | -30% | 20µM* | ? | 5%
- CC(C)CN1C2CCC1CN(C(=O)c1ccncc1)C2
  i | 2%[87.6 µM] | -7 | -9%[88.5 µM] | i | . | 5%[87.6 µM]
- CCOC(=O)[C@H]1CN(C(=O)/C=C/c2ccccc2)[C@]2(C)C(=O)N(CC3CC3)c3ccccc3[C@H]12
  28µM* | 3%[25.6 µM] | -13 | -2%[27.3 µM] | ? | . | -8%[23.9 µM]
- CC/C=C/C=C/C1(C)OC(OC)=C(C(=O)C2C(C)C(=O)c3cc(OC)c(O)c(O)c3C2(C)O)C1=O (stereo unspecified)
  . | . | 5 | -27%[27.3 µM] | . | . | -16%[23.9 µM]
- c1cc(-c2nnc(C3CNCC34CCOCC4)o2)ccn1 (stereo unspecified)
  i | ? | 17 | 1% | -11% | 2% | 4%
- COC[C@H]1OC(=O)c2coc3c2[C@@]1(C)C1=C(C3=O)[C@@H]2CC[C@H](O)[C@@]2(C)C[C@@H]1OC(C)=O
  . | 52%[activator] | . | ? | . | . | -7%
- CN(CCc1ccccn1)C[C@H]1CN2CC[C@H]1C[C@@H]2CNS(=O)(=O)c1ccc(Cl)cc1
  ? | 26% | 2 | i | ? | -2% | -9%
- Cc1ncc2c(n1)C[C@@H]1CC[C@H]2N1C(=O)c1cnccn1
  1% | ? | 5 | i | i | 0% | 0%
- NC(=O)CI
  . | 9% | . | -12% | . | . | -1%
- COCCC(=O)N1C[C@@H]2C[C@H](C1)c1ccc(-c3cccc(C(F)(F)F)c3)c(=O)n1C2
  i | -10%[87.6 µM] | 7 | -19%[88.5 µM] | 1%[174 µM] | 0%[172 µM] | -11%[87.6 µM]
- COc1ccccc1N1CCN(C[C@H]2CN3CC[C@H]2C[C@@H]3CNC(=O)Nc2cccc(C#N)c2)CC1
  -19% | -18% | -2 | 4% | -28% | 0% | -2%
- COc1ccccc1CNC(=O)[C@H]1CN2CCC1C[C@@H]2Cn1cc(CN(C)C)nn1 (stereo partly specified)
  1%[172 µM] | 2%[87.6 µM] | 19 | i | -4%[174 µM] | 0%[172 µM] | -4%[87.6 µM]
- CC(C)(NC(=O)[C@@H](N)Cc1ccc(O)cc1)C(=O)N[C@@H](Cc1cc2ccccc2[nH]1)C(=O)N[C@@H](Cc1ccccc1)C(=O)O
  . | . | -1 | ? | . | . | 14%[12.5 µM]
- COc1cc2c(cc1Oc1cccc(N(C)C)c1)NC(=O)C21CCN(C(C)=O)CC1
  ? | 36%[activator][87.6 µM] | -13 | -3%[88.5 µM] | -7%[138 µM] | 1%[172 µM] | 5%[87.6 µM]
- CC(C)CN[C@H]1[C@H](O)[C@H](O)C[C@@H]1c1ccccc1
  -2%[230 µM] | ? | -2 | 4%[88.5 µM] | -19%[230 µM] | -10%[230 µM] | 5%[87.6 µM]
- CC(C)(C)c1cn(C[C@H]2CC3CCN2C[C@@H]3C(=O)NCc2ccccc2)nn1 (stereo partly specified)
  -24%[172 µM] | 41%[activator][87.6 µM] | 6 | i | ? | -1%[172 µM] | 5%[87.6 µM]
- C[C@@]12OC(=O)[C@]1([C@@H](O)[C@@H]1C=CCCC1)NC(=O)[C@H]2CCCl
  . | 0.14µM* | . | i | . | . | ?
- O=[N+]([O-])c1c(Cl)c(Cl)cc(Cl)c1Cl
  . | 34% | 19 | -21%[88.5 µM] | . | . | 36%
- Cc1nc(-c2ccccc2Br)cc([C@H]2CN3CC[C@H]2C[C@@H]3CNS(=O)(=O)c2cccs2)n1
  79µM* | -21% | -4 | 5% | 79µM* | -3% | -8%
- O=C(NCc1ccccc1)c1cn(C2CNC2)nn1
  -5% | -4% | 2 | 3% | -6% | -2% | -1%
- CC(=O)NCCNC(=O)[C@H]1CN2CCC1C[C@@H]2Cn1cc(CSc2ccccc2)nn1 (stereo partly specified)
  -3% | ? | 11 | -7% | -1% | -3% | 3%
- Cc1nc(-c2ccc(N(C)C)cc2)cc([C@H]2CN3CC[C@H]2C[C@@H]3CNC(=O)C2CC2)n1
  71µM* | -40%[87.6 µM] | 3 | 3%[88.5 µM] | 100µM* | -6%[172 µM] | -21%[87.6 µM]
- CCCc1nc(SC)ncc1C(=O)Nc1ccc(Cl)cc1C(=O)c1ccccc1
  . | -5% | -4 | . | . | . | 9%
- CCCc1nc(C(=O)N2C[C@@H](c3ccc(F)cc3)[C@@H]3[C@H]2C2CCN3CC2)cs1
  0% | 35%[activator] | 0 | -1% | 0% | 6% | -15%
- COc1ccc(CNC[C@H]2C[C@@H]3CCN2C[C@@H]3c2cc(-c3ccc4ccccc4c3)nn2C)cc1
  ? | 7% | -6 | 4% | 25µM* | 4% | -17%
- COc1cc2c(cc1OCc1ccccc1)NC(=O)C21CCN(C(=O)c2ccccc2)CC1
  ? | -13% | -14 | 3% | ? | 0% | -20%
- C=CCN1CCC23c4c5ccc(O)c4O[C@H]2C(=O)CC[C@@]3(O)C1C5 (stereo partly specified)
  . | -23% | . | -10% | . | . | -16%

Some of the compounds tested; the hit share may differ from the screen's.
